# Screens (PubChem)
# Tat export inh: inhibitors of E. coli Tat protein transport | E. coli MC4100 TorA-mCherry Tat export, fluorescence | inhibition, % at 10 µM | 0.036% of 340,000 active | AID 488895;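 active = mean replicate inhibition at least 50% and at least half of replicates individually reaching 50%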;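 note: exported cargo escapes ClpAP degradation while cytoplasmic cargo is degraded and loses fluorescence; 0% = median of neutral control wells and 100% = median of NaSCN control wells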
# AddAB inh: less growth of phage-infected E. coli with AddAB | inhibition, % at 11.9 µM | E. coli expressing H. pylori AddAB, absorbance growth | 0.29% of 330,000 active; in the data active = inhibition above about 12%;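 note: 0% = vehicle wells of infected cells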
# E coli growth: counter-screen for AddAB inhibitors: E. coli growth inhibition; E. coli V3065 growth, OD600 absorbance, 18 h; inhibition, % at 11.9 µM; 0.27% of 330,000 active;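 active = inhibition above the campaign's mean inhibition across all tested compounds plus 3 SD, cut at about 9.9% in these data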;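 note: uninfected addAB+ strain grown without phage in ampicillin broth; 0% = DMSO wells and 100% = ciprofloxacin 0.95 µg/ml wells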
# HTR5A ag ctr: activates human HTR5A in OPRM1-OPRD1 agonist counter-screen; P47898; HTR5A agonist assay, luminescence, cell-based; activation, % at 9.3 µM; 0.61% of 340,000 active; in the data active = activation mostly above about 9.5%, no sharp cut-off; inactive = mostly below about 7.6%;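 note: 0% = cells with vehicle only and 100% = reference agonist; strong numbers were not always called active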
# Target sequence (P47898 whole entry, looked up): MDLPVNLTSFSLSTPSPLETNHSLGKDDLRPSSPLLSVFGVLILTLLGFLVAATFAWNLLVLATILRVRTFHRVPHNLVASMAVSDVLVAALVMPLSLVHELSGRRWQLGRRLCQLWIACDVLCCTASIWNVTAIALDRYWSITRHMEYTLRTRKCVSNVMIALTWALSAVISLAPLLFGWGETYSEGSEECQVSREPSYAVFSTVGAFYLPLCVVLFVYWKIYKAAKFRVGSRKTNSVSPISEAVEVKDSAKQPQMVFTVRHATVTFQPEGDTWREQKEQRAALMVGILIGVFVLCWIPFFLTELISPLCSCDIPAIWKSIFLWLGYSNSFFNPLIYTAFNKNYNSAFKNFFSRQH
# phage Ecoli inh: E. coli growth loss with phage present | growth absorbance | inhibition, % at 11.9 µM | 0.26% of 360,000 active | AID 651602; in the data active = inhibition above about 11%
# CDK5 inh: CDK5/p35 (human) kinase inhibition; Q00535+Q15078; Recombinant CDK5/p35, ADP-Glo luminescence, 60 min; inhibition, % at 10 µM; 0.01% of 330,000 active; AID 488839;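 active = highest replicate inhibition of at least 50% and at least 75% of replicates reaching 50%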;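 note: plate controls were DMSO neutral control for no effect and GW8510 at 10 µM for full effect; many of its hits are not listed in these tables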
# PKA-R2B act: activates the human PKA-R2B holoenzyme complex; P22694+P31323; activation, % at 11.4 µM; 0.079% of 340,000 active; PKA-R2B holoenzyme dissociation, Cy5-IP20 fluorescence polarization; R2B truncated from residue 108, S112A mutant; 0% DMSO only, 100% 113 µM cGMP;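 active = activation above a cutoff set at the mean over all compounds plus 3 SD, cut at about 18% in these data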;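 note: higher means more holoenzyme dissociation and a rise in polarization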
# Mot1-301 SUMO: blocks SUMOylation pathway, rescuing yeast Mot1-301 growth; S. cerevisiae Mot1-301 growth rescue, ATP luminescence, 38.5C; percent above DMSO median, 100 means doubled; AID 2716; 1% of 320,000 active; growth rescue, % at 18.8 µM;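 active = every valid replicate shows activation above 250% relative to neutral control wells; inactive = the rest, any valid replicate at or below 250%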;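 note: OY570 slx delta 5 strain wells were the positive control but not used for scaling; some compounds called inactive have numbers as strong as hits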
# HTR5A inv ag: HTR5A inverse agonism, opioid heterodimer counter-screen; P47898; HTR5A cell line, luminescence; inhibition, % at 9.3 µM; 0.083% of 340,000 active; AID 504634; in the data active = inhibition mostly above about 23%, no sharp cut-off; inactive = mostly below about 18%;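 note: 0% = cells with DMSO and 100% = no-cell wells with DMSO; some compounds called inactive have numbers as strong as hits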
# PKA-R1A act: activators of PKA-R1A complex. P00514+P68181. PKA-R1A dissociation, Cy5-IP20 fluorescence polarization; scaled: DMSO 0%, 113 µM cGMP 100%. activation, % at 11.4 µM. 0.083% of 340,000 active. AID 504707;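 active = percent activation above the mean of all tested compounds plus 3 SD, cut at about 19% in these data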;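 note: higher means more PKAc released from R1A so a rise in polarization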
# DAGLB inhibitor: blocks human DAGLB lipase activity; Q8NCG7; HEK293T DAGLB membrane lysate, EnzChek fluorogenic substrate; inhibition, % at 5.17 µM; 0.059% of 340,000 active; in the data active = inhibition above about 34%;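 note: 0% = enzyme with vehicle and 100% = wells lacking enzyme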
# Target sequence (Q8NCG7 whole entry, looked up): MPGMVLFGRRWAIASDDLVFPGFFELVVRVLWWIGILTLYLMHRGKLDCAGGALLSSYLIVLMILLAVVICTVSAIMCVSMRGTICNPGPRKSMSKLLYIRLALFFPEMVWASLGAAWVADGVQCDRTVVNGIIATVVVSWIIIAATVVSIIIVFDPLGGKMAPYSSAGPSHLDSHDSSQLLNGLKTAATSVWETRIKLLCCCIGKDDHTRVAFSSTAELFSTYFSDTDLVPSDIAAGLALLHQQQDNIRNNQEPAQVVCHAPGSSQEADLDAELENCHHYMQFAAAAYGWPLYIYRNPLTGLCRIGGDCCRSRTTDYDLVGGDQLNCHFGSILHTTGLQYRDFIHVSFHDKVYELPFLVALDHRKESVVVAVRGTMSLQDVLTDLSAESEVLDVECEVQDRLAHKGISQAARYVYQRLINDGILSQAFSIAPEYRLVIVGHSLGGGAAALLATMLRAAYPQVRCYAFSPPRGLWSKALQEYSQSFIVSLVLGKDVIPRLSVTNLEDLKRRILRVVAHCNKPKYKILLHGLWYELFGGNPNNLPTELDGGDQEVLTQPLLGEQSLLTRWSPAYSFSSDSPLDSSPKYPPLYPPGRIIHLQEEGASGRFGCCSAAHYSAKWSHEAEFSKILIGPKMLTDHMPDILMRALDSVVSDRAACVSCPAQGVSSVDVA
# An asterisk follows results filed as active; nt = not tested or not shown.
SMILES,Tat export inh,AddAB inh,E coli growth,HTR5A ag ctr,phage Ecoli inh,CDK5 inh,PKA-R2B act,Mot1-301 SUMO,HTR5A inv ag,PKA-R1A act,DAGLB inhibitor
CC(=O)N(CCO)Cc1cc2cc(C)cc(C)c2[nH]c1=O,-4,2.4,-0.8,0,2.6,1.4,8,10,-3,-12,-2
COC(=O)NC(NC(=S)Nc1ccc([N+](=O)[O-])cc1)C(Cl)(Cl)Cl (stereo unspecified),-5,3.7,3.0,1,2.7,2.8,-13,-6,27,3,3
CCc1ccc(NC(=O)CCn2nc(C)c(S(=O)(=O)N3CCCCC3)c2C)cc1,0,2.6,-2.7,-2,0.2,1.0,-6,-5,2,6,1
CCCNc1sc(S(=O)(=O)CCC)nc1S(=O)(=O)c1ccc(C)cc1,-1,-2.4,-0.2,0,3.2,-3.6,-4,nt,-1,-10,-2
CCn1cc(C(=O)NCCCOC)c2cc(OC)c(OC)cc2c1=O,-5,0.7,-1.5,-1,0.4,-3.2,2,146,3,2,0
Cc1ccc(S(=O)(=O)N(CC(=O)NCCSc2ccccn2)c2cc(C)cc(C)c2)cc1,7,-0.5,-1.4,1,0.9,-2.3,-4,4,-3,-14,-7
CC(Nc1ccc(F)cc1F)C(=O)NC(=O)NC1CCCCC1 (stereo unspecified),-2,2.2,-2.6,-2,4.7,3.5,-13,-7,-9,-2,-3
COCCNC(=O)C(OC(=O)CC1Sc2ccccc2NC1=O)c1ccncc1 (stereo unspecified),4,1.8,1.8,-1,-0.3,0.3,-6,3,-10,-9,1
COc1ccc(C(C)NC(=O)c2ccncc2)cc1OC (stereo unspecified),-2,2.4,-0.8,3,0.5,-3.9,6,6,-7,8,-2
COc1ccc(Cc2nnc(SCC(=O)NC3(C#N)CCCCC3)n2N)cc1,-6,0.0,1.2,9,5.1,0.2,-7,-2,-22,-8,-2
CC(=O)c1cc2c(cc1NS(=O)(=O)c1ccc(F)cc1)OCO2,0,2.5,0.7,-3,3.0,-0.8,3,-15,6,-13,-2
O=C1CC(SCc2nc3ccccc3[nH]2)C(=O)N1c1ccc(Cl)cc1 (stereo unspecified),4,1.3,-1.5,0,4.4,-0.3,-3,8,-7,0,-1
COc1ccc(C2=NOC(C(=O)Nc3cc(C)nn3-c3ccccc3)C2)cc1OC (stereo unspecified),-6,-2.4,3.4,-1,2.0,2.8,-8,5,-5,-11,-1
COc1ccc2c(c1)CCc1cnoc1-2,1,nt,nt,-1,3.9,0.0,6,nt,2,-5,-3
Cc1ccc(CN2CCN(C(=O)C3CCC3)CC2)cc1,-1,3.8,0.0,5,nt,-0.5,-2,-18,-22,-9,1
O=C(O)CCNc1ccc2c(c1)OCCO2,-15,5.3,2.8,1,2.2,1.2,2,-5,-3,12,-2
COc1ccc(-c2ocnc2C(=O)N2CCN(C(=O)C(c3ccccc3)c3ccccc3)CC2)cc1,34,4.3,-0.9,2,1.7,-8.2,2,-6,-7,-6,3
S=c1[nH]nc(-c2ccccc2)n1/N=C/c1ccc(-c2ccccc2Cl)o1,0,3.6,2.7,-4,2.2,0.1,-24,-10,13,-9,-2
CCCN1CCCc2ccccc21,-3,-0.8,0.4,-2,0.9,-0.8,0,-1,-4,-3,1
CN(C)/C=C1\C(=O)ON=C1c1ccccc1,4,0.2,-3.0,-2,2.9,0.1,4,1,3,4,0
CCc1ccc(NC(=O)C2CCCN(S(=O)(=O)c3c(C)[nH]c(=O)[nH]c3=O)C2)cc1 (stereo unspecified),1,2.5,0.5,1,-0.8,-8.8,3,-22,-1,-17,-1
N#Cc1ccc(CSc2nnc(Cc3cccs3)n2Cc2ccco2)cc1,-2,-0.6,2.9,-1,nt,2.2,1,14,2,-8,-4
CC(C)(C)c1ccc(-n2ncc3c2CCCC3NC(=O)c2cnccn2)cc1 (stereo unspecified),-8,0.3,0.3,3,-0.3,-1.1,-1,1,-5,12,-3
COc1ccc2oc(/C=C/N(C)C)c(C(=O)c3ccc(Cl)cc3)c2c1,-2,3.6,-2.9,5,4.1,-1.7,-4,-3,2,-1,10
COc1cc(OC)cc(C(=O)NC(=S)Nc2ccc3c4c(cccc24)CC3)c1,-2,4.9,2.8,-1,-0.7,1.5,-7,-3,2,-5,-4
C/C=C/c1ccc(OCCCCN2C(=O)NC(C)(C)C2=O)c(OC)c1,-2,0.7,2.5,-3,-0.3,-17,-5,nt,-5,0,-1
Cc1ccc(NC(=O)CSc2nn(-c3ccccc3)c(=S)s2)cc1S(=O)(=O)N(C)C,-4,3.0,-0.3,3,3.8,0.6,3,96,-10,1,-7
CN(C)C(=O)c1ccc(NC(=O)COC(=O)CCN=C2NS(=O)(=O)c3ccccc32)cc1,1,nt,nt,-2,3.1,1.2,1,nt,8,-1,2
O=C(COc1ccccc1F)Nc1ccc2[nH]c(=O)[nH]c2c1,1,-3.9,-2.4,2,1.9,-0.1,0,6,-6,1,6
COc1ccc2occ(C(C)=O)c2c1,-8,0.9,-0.8,4,1.7,1.9,-1,11,-8,-9,-4
CCOC(=O)c1sc(C)c2c(=O)n(Cc3ccc(Cl)cc3)c(C)nc12,5,2.8,-2.2,4,0.2,-1.2,-9,-3,-4,-9,1
O=C(CSc1nnnn1-c1ccc(F)cc1)Nc1ccccc1F,-7,nt,nt,2,0.5,-0.3,-1,-13,-9,-22,-7
CC(C)C(NC(=O)c1ccccc1F)C(=O)Nc1nccs1 (stereo unspecified),-10,0.2,-0.7,0,3.4,-0.3,-3,-20,-23,-6,2
Cc1ccc(-c2nnc(-c3cccc4ccccc34)o2)cc1,-6,nt,nt,0,0.4,0.3,-4,nt,2,2,-2
COc1ccccc1-c1nnc2sc(-c3ccc(N(C)C)cc3)nn12,2,-2.5,-2.5,-3,1.5,-0.4,-13,-1,-13,-6,3
COCCCNC(=O)/C(=C\c1cccn1C)NC(=O)c1cccs1,-12,1.9,-1.9,-1,3.1,-2.8,-5,-11,2,-11,3
S=C(NCc1ccccc1)N1CCN(C2CCCCC2)CC1,-2,0.2,2.1,-2,3.1,0.6,3,127,7,5,-3
O=C(Nc1cc(Cl)ccc1Cl)C1CC(=O)N(c2ccccc2)C1 (stereo unspecified),0,2.0,-1.3,1,5.1,-0.3,6,9,-4,2,-6
Cc1cc(C)c(S(=O)(=O)N2CCN(C(=O)c3cc4ccccc4o3)CC2)c(C)c1,8,nt,nt,-3,4.3,-0.1,-3,nt,9,-9,-4
C[C@@H](CN1C2=NC[C@H](Cc3ccccc3)N2C[C@H]1Cc1ccc(O)cc1)NC(=O)CCC1CCCCC1,8,1.9,-0.4,2,2.0,-2.8,-4,-1,-5,6,5

# A second format for some results above.
smiles	Tat export inh	AddAB inh	E coli growth	HTR5A ag ctr	phage Ecoli inh	CDK5 inh	PKA-R2B act	Mot1-301 SUMO	HTR5A inv ag	PKA-R1A act	DAGLB inhibitor
COc1ccc2c(c1)CCc1cnoc1-2	1	nt	nt	-1	3.9	0.0	6	nt	2	-5	-3
Cc1ccc(CN2CCN(C(=O)C3CCC3)CC2)cc1	-1	3.8	0.0	5	nt	-0.5	-2	-18	-22	-9	1

# (cont.)
SMILES,Tat export inh,AddAB inh,E coli growth,HTR5A ag ctr,phage Ecoli inh,CDK5 inh,PKA-R2B act,Mot1-301 SUMO,HTR5A inv ag,PKA-R1A act,DAGLB inhibitor
Cc1ccc(N/C=C2\CCCCC2=O)nc1,-8,1.2,-0.8,2,1.9,1.2,4,12,-5,12,2
Nc1c(C(=O)O)nnn1Cc1ccccc1,-6,1.1,3.6,-2,2.9,-0.5,8,15,5,-2,0
CCCn1c(SCC(=O)NC)nc2sc3c(c2c1=O)CCC3,-8,2.2,-2.3,1,0.0,1.9,-1,179,-3,-1,0
O=C(c1ccc(Cl)c(F)c1F)N1CCOCC1,-6,1.3,-1.2,0,3.8,-0.3,-6,-19,-17,9,-1
N#CC1(C#N)CC(C=O)=C(N)C1(C#N)CC(=O)c1ccc(F)cc1 (stereo unspecified),-1,1.8,0.5,4,2.1,0.2,-5,2,3,-7,-8
Cc1ccc(OCC(=O)Nc2ccc(F)cc2)cc1,-4,3.9,2.4,-5,3.3,-0.8,-13,-9,14,-7,-10
C/C(=N\NC(=S)NCCc1ccccc1)c1cccc(Br)c1,-3,4.6,1.8,3,1.6,0.3,-4,1,20,-14,-7
O=C(CO/N=C/c1ccccc1O)N1CCc2ccccc21,-5,0.6,2.4,0,0.5,0.1,-9,nt,-1,-15,-7
c1ccc(C2=NC(c3ccccc3)N=C(c3ccccc3)N2)cc1,1,-0.5,-2.2,-2,1.6,-3.2,10,1,6,9,-2
CCOC(=O)c1c(/N=C/N(C)C)sc2c1CCC2,5,5.6,-0.3,1,2.4,0.7,-11,-25,-2,-8,4
Cc1cc(Cl)ccc1NC(=O)CCN1C(=O)NC(C)(C)C1=O,2,0.9,-2.2,-1,0.6,-0.8,0,-8,7,-1,0
CCOc1ccccc1Nc1nc(N)nc(CSc2nncn2C)n1,2,0.3,-1.2,3,1.6,0.9,11,-1,22,21*,0
CCOC(=O)c1nccnc1C(=O)Nc1ccc(C(F)(F)F)cc1,-2,-1.1,-0.3,-3,-3.4,2.1,-17,11,9,-2,-2
Cc1noc(C)c1NC(=O)Nc1ccc2c(c1)C(=O)N([C@H](C)CO)C[C@H](C)[C@@H](CN(C)C(=O)Nc1ccc(C(F)(F)F)cc1)O2,-4,3.4,-0.5,2,1.8,2.3,-5,nt,-7,-12,0
CCOC(=O)c1ccc(N(CC2CO2)S(=O)(=O)c2ccc(C)cc2)cc1 (stereo unspecified),1,nt,nt,4,2.9,-0.1,-3,nt,-16,-5,-2
CCN(CC)C(=O)C1CCN(S(=O)(=O)c2ccc3c(c2)CCCN3C(=O)C2CCC2)CC1,1,3.7,-1.7,-6,2.4,-1.0,7,1,-12,-1,2
COc1ccc(/C(N)=N/OC(=O)Oc2ccccc2)cc1,-1,-0.5,-0.4,3,1.4,-0.4,4,324,1,-7,0
COc1ccccc1-c1cn[nH]c1-c1ccc(OCc2ccc(F)cc2)cc1O,4,5.9,5.2,6,0.5,0.0,-9,-10,-17,-8,-5

# One compound at a time, from the list above:
# Cc1ccc(N/C=C2\CCCCC2=O)nc1 is entered as Tat export inh: -8; AddAB inh: 1.2; E coli growth: -0.8; HTR5A ag ctr: 2; phage Ecoli inh: 1.9; CDK5 inh: 1.2; PKA-R2B act: 4; Mot1-301 SUMO: 12; HTR5A inv ag: -5; PKA-R1A act: 12; DAGLB inhibitor: 2
# c1ccc(C2=NC(c3ccccc3)N=C(c3ccccc3)N2)cc1 is entered as Tat export inh: 1; AddAB inh: -0.5; E coli growth: -2.2; HTR5A ag ctr: -2; phage Ecoli inh: 1.6; CDK5 inh: -3.2; PKA-R2B act: 10; Mot1-301 SUMO: 1; HTR5A inv ag: 6; PKA-R1A act: 9; DAGLB inhibitor: -2

# No enrichment for hits; overall some 2.3% were active at least once.
